Source: PubChem BioAssay (several laboratories)
CR mimetic SO: lowers age-related superoxide in aged yeast cells; S. cerevisiae aged cells, superoxide DHE fluorescence; stronger effect = lower value; superoxide response (% of plate mean), % at 10 µM; 0.18% of 330,000 active;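 active = superoxide response under a set limit, about three screen SD below normal, cut at about 65% in these data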;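 also: yeast aged for seven days with compound at 30 °C before DHE staining; 100% = average MFI of all compound-treated wells on the plate with controls excluded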
CTSL1 counter: cathepsin L1 inhibition, PFM18AAP counter-screen; recombinant F. hepatica cathepsin L1, Z-Leu-Arg-MCA fluorescence; inhibition, % at 5.96 µM; 0.49% of 300,000 active; AID 1906;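 active = inhibition above the mean of all tested compounds plus 3 SD, set per screening campaign, cut at about 17% in these data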;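 also: 0% = plate median of test compound wells and 100% = 1 µM Z-Phe-Ala-diazomethylketone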
HCV core dimer: HCV core protein dimerization inhibition; TR-FRET GST/Flag-core106 dimerization, 1536-well; inhibition, % at 5 µM; 0.33% of 300,000 active;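 active = inhibition above the mean of all tested compounds plus 3 SD, set per screening campaign, cut at about 45% in these data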
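Material: Tagged HCV core106 pair (GST and Flag) | Amount: GST-core106 13.5 nM, Flag-core106 17 nM | Medium: KF-containing HEPES buffer, pH 7.45, DTT, CHAPS, BSA | Reagent: Eu donor and XL665 acceptor anti-tag antibodies | Schedule: 4 h at 22.5 °C | Technique: Time-resolved FRET, ex 340 nm, em 617 and 671 nm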
PP1 inh: PP1-alpha (human) inhibition in PP5 counter-screen. purified PP1alpha, OMFP fluorescence. inhibition, % at 6.7 µM. 0.9% of 320,000 active;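 active = inhibition above the mean inhibition of all tested compounds plus 3 SD, computed separately for each screening campaign, cut at about 15% in these data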
Target sequence (P62136 whole entry, looked up): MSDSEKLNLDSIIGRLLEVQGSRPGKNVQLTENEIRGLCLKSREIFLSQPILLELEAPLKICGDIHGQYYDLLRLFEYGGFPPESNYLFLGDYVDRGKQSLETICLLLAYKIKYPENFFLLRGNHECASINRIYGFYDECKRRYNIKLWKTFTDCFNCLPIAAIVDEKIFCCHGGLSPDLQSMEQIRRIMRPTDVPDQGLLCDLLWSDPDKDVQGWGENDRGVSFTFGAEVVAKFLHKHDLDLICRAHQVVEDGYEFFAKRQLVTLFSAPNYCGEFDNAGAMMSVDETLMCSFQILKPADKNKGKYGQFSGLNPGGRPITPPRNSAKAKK
ZTA DNA inh: counter-screen for EBNA-1 inhibitors: inhibitors of Epstein-Barr virus ZTA; 0.15% of 320,000 active; ZTA-DNA binding, fluorescence polarization; inhibition, % at 11 µM; in the data active = inhibition above about 33%
Target sequence (P03206 whole entry, looked up): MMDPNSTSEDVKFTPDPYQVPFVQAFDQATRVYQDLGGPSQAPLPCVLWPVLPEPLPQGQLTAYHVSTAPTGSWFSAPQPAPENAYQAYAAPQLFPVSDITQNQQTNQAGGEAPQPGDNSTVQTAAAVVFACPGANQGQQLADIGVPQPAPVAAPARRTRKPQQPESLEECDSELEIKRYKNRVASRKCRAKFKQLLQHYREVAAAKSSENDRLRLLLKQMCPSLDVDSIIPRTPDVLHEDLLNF
JMJD2C inh: inhibitors of human GASC-1 (JMJD2C) demethylase | GST-JMJD2C(1-420) H3K9me3 demethylation, DELFIA europium | inhibition, % at 2.35 µM | AID 2099 | 0.069% of 330,000 active;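 active = more than half of a compound's replicate wells show inhibition beyond 50%, single wells judged on their own value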;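 also: signal counts dimethyl H3K9 product captured on neutravidin plate; 0% = median of DMSO wells and 100% = 0.3 times that DMSO median; strong numbers were not always called active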
TPT1 inhibitor: inhibitors of Candida albicans tRNA 2'-phosphotransferase TPT1; AID 1962; recombinant caTPT1, FP RNA substrate dephosphorylation; inhibition, % at 5 µM; 0.81% of 300,000 active;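 active = inhibition above the mean of all tested compounds plus 3 SD, set per screening campaign, cut at about 24% in these data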;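 also: plate controls were DMSO alone for no effect and ferristatin control at 100 nM for full effect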
PP5 primary: inhibitors of human protein phosphatase 5 (PP5). P53041. purified PP5c, OMFP substrate fluorescence. inhibition, % at 6.7 µM. 0.18% of 320,000 active. AID 1987;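 active = inhibition above the campaign's mean inhibition across all tested compounds plus 3 SD, cut at about 9.5% in these data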;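 also: 0% = DMSO only and 100% = 100 µM cantharidin control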
Target sequence (P53041 whole entry, looked up): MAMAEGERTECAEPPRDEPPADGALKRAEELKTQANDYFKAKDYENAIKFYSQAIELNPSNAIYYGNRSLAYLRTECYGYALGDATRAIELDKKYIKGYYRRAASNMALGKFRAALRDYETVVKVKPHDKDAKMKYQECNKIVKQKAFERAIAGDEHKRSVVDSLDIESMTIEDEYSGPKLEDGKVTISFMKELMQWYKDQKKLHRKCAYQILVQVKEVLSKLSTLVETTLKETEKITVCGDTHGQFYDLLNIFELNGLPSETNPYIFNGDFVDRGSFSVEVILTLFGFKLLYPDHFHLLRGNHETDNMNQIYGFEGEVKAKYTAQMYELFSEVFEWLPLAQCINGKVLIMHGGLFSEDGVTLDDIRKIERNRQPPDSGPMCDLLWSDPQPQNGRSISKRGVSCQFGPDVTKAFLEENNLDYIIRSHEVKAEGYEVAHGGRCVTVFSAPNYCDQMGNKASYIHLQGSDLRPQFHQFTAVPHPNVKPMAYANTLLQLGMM
EBNA-1 inhibitor: blocks EBNA-1 binding to DNA; EBNA-1 DNA binding, fluorescence polarization; inhibition, % at 14.8 µM; 0.34% of 300,000 active; in the data active = inhibition above about 28%
Starred values were filed as active, the others as inactive; / = no result given; & = joins results of further samples. Outcome played no part in choosing rows, and some 3.1% of all compounds hit somewhere here.

SMILES	CR mimetic SO	CTSL1 counter	HCV core dimer	PP1 inh	ZTA DNA inh	JMJD2C inh	TPT1 inhibitor	PP5 primary	EBNA-1 inhibitor
Cc1nn(Cc2ccc(C(=O)Nc3nccs3)cc2)c(C)c1Cl	104	-16	3	7	8	-1	2	1.1	8
Cc1ccc(CNS(=O)(=O)c2c(N)n(C)c(=O)n(C)c2=O)cc1	112	-3	-3	-1	-11	7	-6	1.6	3
Cc1cccc(-n2nc3c(c2NC(=O)c2ccc4c(c2)OCO4)CS(=O)(=O)C3)c1C	77	-2	2	-1	-5	-8	2	2.9	-4
CCOC(=O)C(C(=O)OCC)N(C#N)c1nc(SC)nc(N(C)C)n1	106	86*	21	3	-13	-16	-5	-6.2	1
Cc1ccc2nsnc2c1N(S(C)(=O)=O)S(C)(=O)=O	96	1	-3	-1	15	-3	-2	4.4	-3
Cn1c(=O)c2c(nc(SCC(=O)N3CCc4ccccc4C3)n2C)n(C)c1=O	102	-2	-1	4	2	-7	-1	-1.4	1
Cc1noc(NC(=O)c2cccc(Cl)c2Cl)c1C#N	103	-1	0	-5	13	4	-3	1.5	8
Cc1ccc(-c2nc(C)sc2CC(=O)OCC(=O)Nc2cccc([N+](=O)[O-])c2)cc1	97	-7	0	5	6	-4	-1	0.1	-3
CCCCN(C)CCC(=O)Nc1ccc2c(c1)CCC2	102	9	-4	-15	-17	11	1	0.6	-12
COc1cc(NC(=S)NC(=O)CC(C)C)ccc1NC(=O)c1cc2ccccc2o1	105	2	4	-5	7	-2	0	-2.7	-1
Cc1nnc2sc(-c3ccccn3)nn12	96	-1	5	-1	-6	-4	-4	1.8	9
COc1ccc(Cc2nnc(NC(=O)Nc3ccc(F)cc3)s2)cc1OC	109	-1	-5	10	4	2	-2	4.1	-23
Cc1ccc(NC(=O)CNC(=O)Cc2cccc3ccccc23)c(O)c1	105	-3	-1	0	-3	9	1	0.2	4
COc1ccc(N(CC(=O)NCc2cccnc2)S(=O)(=O)c2c(C)nn(C)c2C)cc1	98	-2	-1	-1	-2	/	-1	-2.8	9
CCOC(=O)C1(CCOC)CCN(Cc2cnc(-c3cccc(C)c3)nc2)CC1	99	2	-6	0	3	5	-2	2.5	4
Nn1c(-c2ccccc2)nc2ccccc2c1=O	84	0	0	-1	-16	1	-2	1.1	-1
COc1cccc(CC2(CO)CCN(S(=O)(=O)N(C)C)CC2)c1	98	5	0	-4	6	-17	-3	-2.1	-1
Cc1c(C(=O)N2CCN(Cc3ccc4c(c3)OCO4)CC2)sc2ncnc(N3CCN(c4ccccc4)CC3)c12	100	-2	4	10	-1	-2	0	4.5	-11
COc1cc(C(=O)Nc2cccc3cccnc23)cc(OC)c1OC	98	-3	1	0	0	5	-4	-0.5	-2
CSc1nnc(C)c(=O)n1COC(=O)COc1ccc(F)cc1	108	-12	-1	1	-10	0	0	-3.1	-3

3 structures out of the list, sorted by molar mass, smallest number first.
SMILES	CR mimetic SO	CTSL1 counter	HCV core dimer	PP1 inh	ZTA DNA inh	JMJD2C inh	TPT1 inhibitor	PP5 primary	EBNA-1 inhibitor
CCOC(=O)C(C(=O)OCC)N(C#N)c1nc(SC)nc(N(C)C)n1	106	86*	21	3	-13	-16	-5	-6.2	1
CCOC(=O)C1(CCOC)CCN(Cc2cnc(-c3cccc(C)c3)nc2)CC1	99	2	-6	0	3	5	-2	2.5	4
Cc1cccc(-n2nc3c(c2NC(=O)c2ccc4c(c2)OCO4)CS(=O)(=O)C3)c1C	77	-2	2	-1	-5	-8	2	2.9	-4

The main list resumes; the two compounds before the break are reprinted first.
SMILES	CR mimetic SO	CTSL1 counter	HCV core dimer	PP1 inh	ZTA DNA inh	JMJD2C inh	TPT1 inhibitor	PP5 primary	EBNA-1 inhibitor
COc1cc(C(=O)Nc2cccc3cccnc23)cc(OC)c1OC	98	-3	1	0	0	5	-4	-0.5	-2
CSc1nnc(C)c(=O)n1COC(=O)COc1ccc(F)cc1	108	-12	-1	1	-10	0	0	-3.1	-3
O=[N+]([O-])C(/C=C(/Cl)[N+](=O)[O-])=C(N1CCCCC1)N1CCCCC1	114	-4	0	-3	-2	22	19	-1.1	-12
Cc1ccc(OCCn2c(C3CC(=O)N(Cc4ccccc4)C3)nc3ccccc32)cc1 (stereo not drawn)	102	-1	18	1	-1	6	-5	5.4	-3
Cc1ccc2c(=O)c(C(=O)c3ccc(F)cc3)cn(CC(=O)NCc3ccco3)c2n1	97	5	1	2	1	3	7	1.9	-20
CCCCn1c(SCC(=O)N2CCOCC2)nnc1-c1ccoc1C	82	1	-15	-3	-11	-11	-4	-1.5	-5
COc1ccc(-c2c(C)nn3c(N)c(C#N)cnc23)cc1OC	106	2	-4	2	-4	-6	1	-0.9	-8
Nn1c(SCC(=O)Nc2ccc(S(=O)(=O)N3CCCC3)cc2)nnc1C(F)(F)F	120	-4	2	-1	4	12&18	-3	2.9	-5
CC(=O)Nc1cccc(C(=O)OCC(=O)NC(=O)c2ccccc2)c1	82	3	-5	-4	-26	-3	-3	-2.9	-10
CC(=O)NS(=O)(=O)c1ccc(NC(=O)/C=C/c2ccco2)cc1	96	1	-15	4	-7	2	-3	0.1	3
O=C(C[n+]1ccccc1)Nc1ccc(Oc2ccccc2)cc1	90	1	-2	-2	7	0	0	-0.1	-5
CC(=O)SCC[N+](C)(C)C	85	2	6	1	1	26	-8	-0.8	1
COc1cc(C(=O)Nc2cccc(S(=O)(=O)N3CCCC3)c2)cc(OC)c1C	104	2	6	-1	6	-4	0	4.6	2
COc1cc2c(cc1OC)C(C)N(C(=O)/C=C/c1cc(OC)c(OC)c(OC)c1)CC2 (stereo not drawn)	86	2	3	0	3	-3	-2	1.0	9
Cn1nc(-c2ccccc2)c2ncc(C(F)(F)F)cc21	94	3	-2	1	-9	-1	-1	0.4	0
CC(C)(C)[C@@H]1C=C(C(N)=O)O[C@H](OCc2ccc(CO)cc2)C1	114	-2	7	1	14	6	-4	0.1	16
Cc1ccc(S(=O)(=O)CC(=O)N2CCN(c3ccccc3F)CC2)cc1	105	-6	-18	0	19	-1	0	-3.2	-4
O=C(C1COc2ccccc2O1)N1CCN(c2ccccc2F)CC1 (stereo not drawn)	99	2	2	-6	-7	-2	-1	1.6	-1
COc1cc(C2C(=O)c3ccccc3C2=O)ccc1O	97	-1	-19	-2	0	-10	1	1.7	-12
O=C(c1ccc(Cn2c(=S)[nH]c3ccc(N4CCOCC4)cc3c2=O)cc1)N1CCN(c2ccc(F)cc2)CC1	104	-1	24	18*	0	3	2	5.3	-3
c1ccc2c(c1)CCN(c1nc3cc4c(cc3s1)OCO4)C2	114	1	3	1	-2	-4	1	-1.3	-11
O=C(Cc1c[nH]c2ccccc12)Nc1ccccc1N1CCOCC1	118	1	14	1	5	1	1	-0.4	12
CCOC(=O)c1sc(SC)c2c1CCCC2=O	/	2	-39	3	-7	4	-1	2.6	-4
O=C(Nc1ccc(F)c([N+](=O)[O-])c1)c1cccs1	93	0	1	-6	-1	1	1	2.2	0
CCOC(=O)C1CCN(C(=O)COC(=O)c2oc3ccc(OC)cc3c2C)CC1	95	/	/	-2	-17	/	/	-0.8	/
COc1ccc(C(CC(=O)O)NS(=O)(=O)c2ccc3c(c2)NC(=O)CO3)cc1 (stereo not drawn)	102	-2	0	-2	2	10	-3	1.8	-4
CCOCCCNC(=O)CN1C(=O)/C(=C\c2ccc(C)cc2)Sc2ccccc21	95	8	-4	-1	-1	11	-2	-0.1	8
COc1cccc(NC(=O)CSc2nn3c(=O)c(C)nnc3s2)c1	108	-4	5	-1	-23	2	-3	-2.1	-6
CCOc1cc(/C=N/NC(=O)C(=O)NCC2CCCO2)ccc1OCC(=O)N1CCOCC1 (stereo not drawn)	97	-2	2	-8	-17	62	-1	0.7	-15
O=c1nc(NCc2ccccc2Cl)cn[nH]1	101	0	-3	-6	7	-1	0	-2.9	-4
COc1ccc(Cc2nnc(SCC(=O)Nc3ccc(C)c(Cl)c3)[nH]c2=O)cc1	92	1	4	-2	11	3	0	2.3	4
O=C(c1cc(-c2ccncc2)nc2ccc(Cl)cc12)N1CCN(Cc2ccc3c(c2)OCO3)CC1	108	3	8	2	18	-6	1	1.2	9
Cc1cc(C2=NNC(=Nc3ccc(S(=O)(=O)N4CCOCC4)cc3)SC2)c(C)n1C	89	7	45	18*	-4	6	3	0.0	-8
Cc1ccc(NC2=C(C(=O)c3ccccc3)N(C)S(=O)(=O)c3ccccc32)cc1	105	1	19	-3	1	-6	5	0.1	-7
CCOc1ccc(C(=O)NCC(=O)NCCCSc2ccccc2)cc1OCC	97	-1	1	-1	-6	34	-3	-0.2	2
Cc1ccc(C(=O)NNC(=S)NC(=O)c2ccccc2)cc1	203	-1	-13	1	-13	14	-2	3.4	4
COc1cc(C(=O)Oc2cccc(/C=N/NC(=O)c3cccnc3)c2)cc(OC)c1OC	92	-1	0	-1	0	-2	2	1.8	3
CCN(CC)C(=O)C1CCC(C)(C(=O)O)C1(C)C (stereo not drawn)	93	-1	2	2	-7	-12	-5	0.3	2
CN(C)C(=O)c1ccc(NC(=O)CSc2nc3ccccc3[nH]2)cc1	98	5	-4	-1	-7	3	-1	0.5	0
O=C1NC(=O)/C(=C/c2ccccc2Oc2ccc(Cl)cc2)S1	105	2	16	-3	-2	17	-2	3.8	6
O=C(NCC(=O)N(CC1CCCO1)C(C(=O)NC1CCCCC1)c1ccc(F)cc1)c1ccco1 (stereo not drawn)	100	1	2	-5	4	-10	6	-1.1	-1
Cc1cccc(CN2CCCC(C(=O)Nc3ccccc3Oc3cccnc3)C2)c1 (stereo not drawn)	104	4	-6	-2	-9	-5	0	0.5	-12
CCc1nnc2n1N=C(c1ccc(-c3cc(Cl)ccc3Cl)o1)CS2	112	-2	61*	23*	9	5	7	1.8	-16
COc1cccc(NC(=O)c2ncn[nH]2)c1	93	0	-1	-4	-2	8	-2	-1.4	-5
CCOC(=O)CC(=O)CSc1nc(-c2cccnc2)ccc1C#N	101	1	5	12	-1	8	14	2.8	-8
O=C(c1ccc(Oc2ccc(Cl)cc2)c([N+](=O)[O-])c1)N1CCCC1	91	2	-10	3	-6	-7	-5	2.1	4
O=C(O)CSc1nnc(-c2ccc(Cl)cc2Cl)n1Cc1ccccc1	117	-2	-4	-2	-2	12	-2	-0.1	14
CC(C)[C@H](NC(=O)[C@@H]1Cc2ccccc2CN1)C(=O)NC1CCCCC1	93	0	-4	-2	-11	0	1	-2.9	12
O=C(/C=C/c1cccc(Br)c1)N1CCN(c2cccc(C(F)(F)F)c2)CC1	89	-1	11	1	20	-4	-4	2.4	2
O=C(NCCc1ccc(Cl)cc1)C1CCC(CNc2nc(=S)[nH]c3ccccc23)CC1 (stereo not drawn)	88	-4	11	6	5	-2	3	-0.6	30*
C/C(=N\NC(=S)Nc1c(C)cccc1C)c1cc2ccccc2o1	116	4	2	2	13	-1	3	4.0	0
O=C(CSc1ncnc2c1oc1ccccc12)c1cccs1	117	-1	12	4	7	5	0	1.8	-6
CN1C(=O)CC(NNC(=O)c2ccc(Cl)cc2)C1=O (stereo not drawn)	80	0	1	0	4	3	4	0.5	5
Cn1c(CCNS(=O)(=O)c2ccccc2)nnc1SCc1cccnc1	120	-2	-7	8	-26	10	-1	2.3	-10
CCOC(=O)c1sc(=S)n(-c2cc(OC)ccc2OC)c1N	140	-2	0	-3	0	-1	-1	3.4	-14
CN(C)C(=O)N1CCN(C(=O)N(C)C)CC1	110	-3	3	-2	6	49	-4	2.0	2
COC(=O)COc1ccc(S(=O)(=O)NCc2ccco2)cc1Cl	105	-2	-1	-3	-3	5	-6	1.6	2
COc1ccc(NC(=O)CCNC(=O)Cn2ccc3ccccc3c2=O)cc1Cl	94	-4	1	-1	-14	-10	2	1.7	-2
